From PubChem
Myeloid diff MLP: induction of myeloid progenitor differentiation, primary screen, cell-based, flow cytometry, MLPCN library. ER-HoxA9 myeloid progenitors, lysozyme-GFP differentiation. calls only at 10 µM. 360,000 tested, 1% active;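 active = normalized GFP-positive differentiation at or above the plate's own cutoff, the solvent-only control mean plus 3 SD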;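 also: cells exposed to compound for four days before flow analysis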
LYP phosphatase: inhibitors of LYP phosphatase, biochemical, fluorescence intensity, uHTS (AID 1779) | recombinant LYP phosphatase, fluorescence intensity; higher % means a stronger effect | 290,000 tested, 0.054% active | inhibition, % at 11.5 µM; hits with a dose series show IC50 in µM;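 also: plate controls were vehicle with enzyme for no effect and no enzyme for full effect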
SIAH1 antagonists: Siah-1 peptide-binding antagonists, primary screen, biochemical, fluorescence polarization, rhodamine-plectin, uHTS (AID 1817); E3 ubiquitin-protein ligase SIAH1 (Homo sapiens); Siah-1 / rhodamine-plectin peptide fluorescence polarization; higher % means a stronger effect; 290,000 tested, 0.02% active; one-dose displacement, % at 20 µM; IC50 in µM for titrated hits;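 active = displacement of at least 50% at 20 µM, with a fluorescence ratio check between 0.3 and a set limit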;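 also: plate controls were Siah plus tracer with DMSO for no effect and tracer alone without Siah for full effect; strong numbers were not always called active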
HIV peptide binding: inhibitors of HIV fusion peptide binding, primary screen, biochemical, uHTS, fluorescence dequenching (AID 1986). cell-free peptide binding, fluorescence dequenching, 30 min; higher % means a stronger effect. inhibition, % at 20 µM, or IC50 in µM where a hit was titrated. 290,000 tested, 0.3% active; in the data active = inhibition mostly above about 52%, no sharp cut-off; inactive = mostly below about 76%; also: some results filed as inactive read as strong as hits
Salmonella PhoP GFP: inhibitors of PhoP regulon expression, primary screen, Salmonella Typhimurium, GFP reporter (AID 1863); 300,000 tested, 0.16% active; inhibition, % at 50 µM, or IC50 in µM where a hit was titrated; S. Typhimurium PhoP-regulated promoter GFP reporter, 4 h; higher % means a stronger effect;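 active = inhibition over 29.93%, a cutoff 3 SD above the screen mean, later confirmed by dose response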;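 also: 0% = low Mg2+ inducing control and 100% = high Mg2+ repressing control; strong numbers were not always called active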
KOR beta-arrestin-1: KOR antagonists, beta-arrestin recruitment, cell-based, luminescence, uHTS (AID 1778) | Kappa-type opioid receptor (Homo sapiens) | 290,000 tested, 0.091% active | inhibition, % at 10 µM, or IC50 in µM where a hit was titrated | KOR beta-arrestin recruitment, luminescence, antagonist mode; higher % means a stronger effect; also: strong numbers were not always called active
NOD2 inhibition: NOD2 signaling inhibitors, cell-based, luminescence, uHTS, HEK293 (AID 1566); HEK293 NOD2/NF-kB luciferase reporter, luminescence; higher % means a stronger effect; inhibition, % at 4 µM, or EC50 in µM where a hit was titrated; 290,000 tested, 0.63% active; also: many of its hits are not listed in these tables
KOR beta-arrestin-2: KOR agonists, beta-arrestin recruitment, primary screen, cell-based, luminescence, uHTS (AID 1777); Kappa-type opioid receptor (Homo sapiens); KOR beta-arrestin recruitment, luminescence; higher % means a stronger effect; activation, % at 10 µM; hits with a dose series show EC50 in µM; 280,000 tested, 0.02% active; in the data active = activation above about 50%, passing the limit was not always enough; also: a part of the inactive calls stands beside numbers as strong as those of hits
NOD1 inhibition: NOD1 signaling inhibitors, primary screen, cell-based, luminescence, uHTS (AID 1578); NOD1-driven NF-kB luciferase reporter cells, luminescence; higher % means a stronger effect; 290,000 tested, 1% active; one-dose inhibition, % at 4 µM; EC50 in µM for titrated hits; in the data active = inhibition mostly above about 36%, no sharp cut-off; inactive = mostly below about 34%;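 also: HEK-293T reporter cells stimulated with the NOD1 agonist gamma-tri-DAP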
Myeloid diff MLP GFP+ MAC1+ %: recorded beside Myeloid diff MLP, whose call it bears; GFP+ MAC1+ double positive, %; measured here: differentiation confirmed by MAC1 staining
An asterisk follows results filed as active; i = inactive; . = no result given; + = active, no number; [ ] = another dose, or the depositor's remark. Rule as the data show it, unless noted: active = inhibition above about 50%; inactive = the rest. Some of the compounds tested. The share of hits here may be higher or lower than overall.

The line under a structure holds: Myeloid diff MLP | Myeloid diff MLP GFP+ MAC1+ % | LYP phosphatase | SIAH1 antagonists | HIV peptide binding | Salmonella PhoP GFP | KOR beta-arrestin-1 | NOD2 inhibition | KOR beta-arrestin-2 | NOD1 inhibition
- COc1ccc(CCC(=O)Nc2ccc(N3CCOCC3)cc2)cc1
 : i | 0.8 | -8% | -4% | -1.6% | -4% | -26% | 2% | 0.4% | -1%
- Cc1ccc(/C=C2/NC(=O)[C@H](C)NC2=O)cc1
 : i | 0.2 | -7% | 2% | -1.2% | 6% | 46% | -15% | -2.4% | -9%
- Fc1ccc(OCCCCCN2CCCC2)cc1
 : i | 5.2 | -5% | 5% | 1.6% | 6% | 1% | 2% | 2.0% | -22%
- Cc1nc(N2CCOCC2)nc(OCCN2CCOCC2)c1[N+](=O)[O-]
 : i | 1.1 | 1% | 9% | 3.0% | -4% | 9% | 9% | -1.1% | -22%
- O=C(CSc1ccc(F)cc1)N1CCN(S(=O)(=O)c2ccccc2)CC1
 : i | 0.4 | -7% | 0% | -1.9% | -1% | -21% | 10% | 0.3% | 14%
- C/C(=N\NC(=O)c1ccc(Cn2cc([N+](=O)[O-])cn2)o1)c1cccc(NC(=O)c2cccnc2)c1
 : i | 0.2 | -4% | -3% | 0.8% | -12% | -7% | -23% | 1.6% | -49%
- O=C(Nc1ccc(S(=O)(=O)NCc2cccnc2)cc1)c1ccccc1Cl
 : i | 0.5 | -10% | 3% | -0.1% | -5% | 32% | 38% | -0.4% | 18%
- O=[N+]([O-])c1cccc(S(=O)(=O)NCC2CC3CCC2C3)c1 (stereo not drawn)
 : i | 0.5 | 1% | 1% | -0.5% | -5% | -1% | -7% | -0.9% | -9%
- COc1ccc(C(C)=O)cc1CSc1nncn1-c1ccccc1
 : i | 0.9 | -5% | 0% | -2.5% | 6% | -26% | 19% | -1.5% | -16%
- CCOC(=O)N1CCC(NC(=O)C(NC(=O)C2CCCCC2)C(C)C)CC1 (stereo not drawn)
 : . | . | -8% | 6% | -1.3% | . | 6% | 13% | 0.3% | 2%
- Cc1cc(C)[n+](-c2ccc(Oc3ccccc3)c(S(=O)(=O)[O-])c2)[nH]1
 : i | 0.4 | -7% | 26% | 1.0% | -4% | 1% | 13% | -2.0% | -8%
- COc1ccc(-n2nc(C(=O)NCC(=O)N3CCN(c4ccccc4F)CC3)c3ccccc3c2=O)cc1OC
 : i | 0.5 | 3% | -4% | -0.9% | 8% | -18% | -22% | 3.0% | -11%
- COC(=O)c1c(-c2ccc(C(C)(C)C)cc2)csc1NC(=O)C1C2CCC(O2)C1C(=O)O (stereo not drawn)
 : i | 0.5 | 26% | 8% | 1.4% | 1% | -36% | 8% | 0.6% | -21%
- C=CC(=O)NC(NC(=O)C=C)c1ccccc1F
 : i | 0.1 | -4% | 12% | -0.4% | -5% | 26% | 10% | 1.4% | -5%
- O=C(NC(=S)Nc1ccc(S(=O)(=O)Nc2nccs2)cc1)c1ccccc1F
 : i | 0.9 | -2% | -6% | 3.1% | 2% | 27% | 13% | -1.6% | 4%
- Cc1ccc(N(CC(=O)NCc2ccccc2)S(=O)(=O)c2c(C)noc2C)cc1
 : i | 5.3 | -8% | -2% | -1.0% | 8% | 6% | 0% | 2.0% | -8%
- COc1cccc(C(=O)Nc2cc(C)ccc2NC(=O)COc2ccccc2)c1
 : i | 1.7 | 0% | 1% | 4.5% | -11% | -13% | 5% | 1.0% | -5%
- CC(C)CN(CC(C)C)S(=O)(=O)N1CCC(C(=O)NCc2ccc3c(c2)OCO3)CC1
 : i | 0.5 | -4% | 4% | -0.9% | 2% | -17% | -17% | -3.1% | -33%
- CN1C(=O)C(C)(C)c2cc(S(=O)(=O)N3CCC(C(=O)Nc4ccc(Cl)cc4)CC3)ccc21
 : i | 3.7 | -12% | -2% | -0.5% | . | -27%[20 µM] | 18% | -2.3% | -5%
- Cc1ccccc1CNC(=O)CCc1ccccc1
 : i | 1.4 | -11% | -6% | 0.7% | 6% | -5%[20 µM] | -5% | -5.2% | -19%
- CC(=O)Nc1ccc(NC(=O)CS(=O)(=O)c2cn(CC(=O)N3CCCC3)c3ccccc23)cc1
 : i | 0.8 | -10% | 1% | -0.8% | -8% | 24% | 8% | 0.1% | -11%
- Cc1cnc(CN2CCc3c([nH]c4ccccc34)C2CC(C)C)[nH]1 (stereo not drawn)
 : i | 0.6 | -1% | -3% | 8.9% | 4% | -18%[20 µM] | 19% | . | -19%
- COc1ccc(/C(N)=N/OC(=O)c2cccc([N+](=O)[O-])c2C)cc1OC
 : i | 0.5 | -6% | -2% | -1.0% | -7% | 14% | -8% | -2.2% | -21%
- CCn1c(C)cc(/C=C2/SC(=S)N(CC(=O)O)C2=O)c1C
 : i | 0.4 | 1% | 3% | 10% | 3% | 3% | 22% | -7.6% | -9%
- COc1ccc(C(c2c(C)[nH]n(-c3ccccc3)c2=O)c2c(C)[nH]n(-c3ccccc3)c2=O)cc1OC
 : i | 1.4 | 4% | 3% | 4.1% | 4% | -22% | -13% | 1.1% | -12%
- Cc1ccc(C)c(NC(=O)CCc2ccc(S(=O)(=O)NC3CCCCC3)cc2)c1
 : i | 0.4 | 2% | 0% | -1.6% | -10% | -16% | -2% | 4.9% | -8%
- Cn1cccc1Cc1nnc(SCC(=O)NC2CCCC2)n1CCc1ccccc1
 : i | 2.9 | -6% | 1% | 2.8% | 3% | 6% | 14% | 5.6% | 2%
- Cc1cccc(C(=O)N2CCN(c3ccc(C(F)(F)F)cn3)CC2)c1C
 : i | 0.5 | -6% | 0% | 1.4% | 4% | 17% | 28% | 0.0% | 16%
- CCOc1ccc(CCNC(=O)COC(=O)c2cccc(OC)c2O)cc1OCC
 : i | 0.1 | -5% | 7% | -2.2% | -2% | -8% | 2% | -0.3% | -34%
- COc1ccc(OC)c(Nc2ncnc3ccc(Br)cc23)c1
 : i | 0.3 | 3% | -1% | 1.7% | -7% | -5% | -126% | 2.4% | 30%
- O=C(c1ccc(Cl)c(S(=O)(=O)N2CCCCC2)c1)N1CCN(Cc2ccccc2)CC1
 : i | 1.1 | 4% | 2% | 1.0% | -5% | 9% | 25% | -1.2% | -6%
- COc1ccc(OCC(=O)Nc2ccccc2O)cc1
 : i | 0.5 | 5% | -1% | 3.8% | -7% | -34% | -69% | 3.2% | -106%
- O=C(CSc1ncnc2nc[nH]c12)N1CCOCC1
 : i | 7.8 | -10% | 4% | -1.9% | 14% | -4% | -5% | -4.5% | 3%
- CCOC(=O)Cn1ncc(-c2ccccc2)c1N
 : i | 0.3 | -4% | 3% | -1.6% | -11% | -35% | 5% | 7.3% | -14%
- Cc1ccc(NC(=O)CSc2nnc3ccccn23)cc1S(=O)(=O)N1CCOCC1
 : i | 0.4 | -6% | 1% | -1.1% | -2% | -4% | 19% | -0.5% | -27%
- CCOC(=O)n1n[n+]([O-])c2ccccc21
 : i | 0.8 | -6% | 3% | 2.2% | -10% | 17% | 18% | 0.3% | 2%
- CCOC(=O)Nc1cccc(NC(=O)c2ccccc2F)c1
 : i | 0.5 | -2% | 6% | -1.1% | 6% | -9% | 4% | -0.9% | -24%
- CC(=O)N1c2ccc(S(=O)(=O)N3CCCCC3)cc2CC1C(=O)Nc1cccc(C)c1 (stereo not drawn)
 : i | 2.2 | 0% | 8% | 3.7% | -8% | -24% | 6% | 1.2% | -16%
- Oc1ccc(/C=N/N2CCN(C3c4ccccc4-c4ccccc43)CC2)cc1
 : i | 0.2 | -3% | 1% | -1.9% | -6% | 11% | 24% | 2.2% | 9%
- Cc1ccc2cccc(OCc3ccc(Br)cc3)c2n1
 : i | 0.3 | -3% | 2% | -0.9% | 13% | 19% | 0% | 5.9% | -4%
- O=C(CSC(=S)N1CCN(c2ccccc2)CC1)Nc1nc(-c2ccccc2)c(-c2ccccc2)o1
 : i | 0.2 | 2% | 3% | 1.6% | -1% | -1% | 8% | 3.5% | -15%
- CC(C)n1c(SCC(=O)c2ccc3c(c2)OCCO3)nc2c1c(=O)n(C)c(=O)n2C
 : . | . | 4% | 2% | 4.9% | . | -10% | 27% | 7.2% | -5%
- CCCCC(=O)Nc1ccc(NC(=O)c2ccc([N+](=O)[O-])cc2)cc1OC
 : i | 0.8 | -8% | 2% | -1.9% | -13% | 11% | 8% | -1.6% | -11%
- CCC(C)NC(=O)c1ccc(COc2ccccc2Cl)cc1 (stereo not drawn)
 : i | 0.3 | -1% | 5% | -1.7% | 2% | -71% | -23% | 0.1% | -18%
- CC1(C)CC(=O)C/C(=N/NC(=O)c2ccc(-c3ccccc3)cc2)C1
 : + | 1.9* | -1% | 10% | 0.0% | -2% | 5% | -24% | -9.6% | -2%
- COc1cccc2oc3ccc(C#CC4(N)CCCCC4)cc3c(=O)c12
 : i | 3.6 | -11% | 2% | 1.7% | -4% | -69%[20 µM] | -25% | -2.3% | -17%
- Cc1nnc(NC(=O)c2ccc3c(c2)OCO3)s1
 : i | 0.0 | -8% | 4% | -0.3% | -2% | -14%[20 µM] | -46% | . | -17%
- COc1cccc(C(=O)Oc2ccc3ccc(O)cc3c2)c1
 : . | . | -4% | 2% | 4.1% | 0% | 14%[20 µM] | 2% | -1.6% | -36%
- CCOc1ccc(N(CC(=O)N/N=C/c2cc(Br)c(C)o2)S(C)(=O)=O)cc1
 : i | 0.1 | 2% | 6% | -1.8% | -4% | 2%[20 µM] | 12% | . | -18%
- COC(=O)c1ccc(NC(=O)c2ccc3nccnc3c2)cc1
 : i | 0.4 | -5% | -2% | -0.7% | -1% | -8% | 15% | -3.6% | -28%

The list continues.
The line under a structure holds: Myeloid diff MLP | Myeloid diff MLP GFP+ MAC1+ % | LYP phosphatase | SIAH1 antagonists | HIV peptide binding | Salmonella PhoP GFP | KOR beta-arrestin-1 | NOD2 inhibition | KOR beta-arrestin-2 | NOD1 inhibition
- CCC(=O)c1ccc(-c2ccccc2)cc1
 : i | 0.5 | -3% | 4% | -1.7% | 2% | 30% | -58% | 0.7% | -44%
- COCc1cc(C)nc(SCC(=O)Oc2ccc(Cl)cc2)c1C#N
 : i | 0.3 | -8% | -7% | 0.2% | -3% | -36% | -9% | 6.4% | -4%
- O=c1[nH]c(/C=C\c2ccccc2F)nc(O)c1[N+](=O)[O-]
 : i | 0.9 | -7% | 2% | 2.1% | 7% | -8%[20 µM] | 6% | 19% | -6%
- COc1ccc(NC(=O)COc2ccccc2)cc1NC(=O)c1ccco1
 : i | 0.5 | -10% | 13% | -1.2% | -4% | -37%[20 µM] | 2% | -2.3% | -30%
- Cc1csc2nc(CNC(=O)c3ccco3)cn12
 : i | 0.9 | -2% | 6% | -1.6% | -2% | 17% | -22% | 0.8% | -29%
- CCOc1cc(NC(=S)NCCCN2CCOCC2)c(OCC)cc1NC(=O)c1cccc(F)c1
 : i | 0.2 | -3% | 0% | -0.8% | 5% | -50%[20 µM] | -1% | -3.3% | -29%
- CCOc1cc(/C=C2\C(=N)N3N=C(N4CCCCC4)SC3=NC2=O)ccc1OC(=O)c1ccco1
 : i | 2.6 | 3% | -1% | 20% | . | -45%[20 µM] | 0% | -6.3% | -8%
- NC(=O)CCC(NS(=O)(=O)c1ccc(Cl)cc1)C(=O)NCc1ccc(Cl)cc1 (stereo not drawn)
 : i | 0.6 | -8% | -4% | -2.3% | 0% | -27% | 0% | -0.7% | -10%
